Assay outcomes from PubChem BioAssay.
p53null 39C kill: selectivity test: cytotoxicity in p53 null cells, nonpermissive temperature | H1299 p53-null (neo) cells, 39C, ATPlite viability, 24 h | Potency, µM (top dose mostly 46.1 µM), for inactives: top-dose activity, negative = cell killing, hits mostly cytotoxic | 55,000 compounds, 0.97% hits;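 note: potency is the fitted concentration of half-maximal effect; 0% = DMSO only and -100% = full killing by 100 µM tamoxifen; nearly all actives have a fitted effect of over 50% in size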
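Temperature-shift cytotoxicity format: compound titrations on p53-null or A138V-expressing H1299 cells held 24 hr at 39C, cell ATP then measured, AC50 from Hill model.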
NTMT1 inhibitor: inhibitors of human N-terminal methyltransferase NTMT1 | Q9BV86 | NTMT1 MTase-Glo SAH luminescence, purified enzyme | Potency, µM (series often up to 114 µM), without a hit: top-dose activity change, negative = inhibition, hits mostly inhibitors | 59,000 compounds, 2.5% hits | AID 1645870;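 note: potency is the fitted concentration of half-maximal effect; plate controls were DMSO vehicle for no effect and no enzyme for full effect; nearly all actives have a fitted effect of over 65% in size; many of its hits are not listed in these tables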
Target sequence (Q9BV86 whole entry, looked up): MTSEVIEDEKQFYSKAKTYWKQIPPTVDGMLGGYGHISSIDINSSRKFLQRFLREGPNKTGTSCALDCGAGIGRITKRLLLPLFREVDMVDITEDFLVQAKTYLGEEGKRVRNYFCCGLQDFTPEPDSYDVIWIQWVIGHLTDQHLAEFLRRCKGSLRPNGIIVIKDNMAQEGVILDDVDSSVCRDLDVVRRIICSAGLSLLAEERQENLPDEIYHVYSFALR
B2AR arrestin ag: ADRB2 beta-arrestin recruitment | P07550 | HTLA Tango cells, beta-arrestin recruitment, luciferase luminescence, 18 h | Potency, µM (titrated, usually from 46.1 µM), inactives show at the top dose activation, usual class: activators | 44,000 tested, under 10 active | AID 1347077;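 note: potency is the fitted concentration of half-maximal effect; 0% = DMSO and full agonism = EC100 isoproterenol or metaproterenol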
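Tango cells expressing recombinant beta2-AR and beta-arrestin were treated with compounds (up to 46 microM titration) in DMEM with 1% FBS for 18 hr at 37 degrees C. Beta-arrestin recruitment drove tTA-dependent luciferase, read by luminescence; curves were fitted and classed.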
FH mod: Identification of activators of human fumarate hydratase by quantitative high-throughput screening; Fumarate hydratase, mitochondrial (Homo sapiens), P07954; FH coupled MDH/diaphorase resazurin fluorescence, 15 min; Potency, µM (doses to about 79.9 µM), inactives show top-dose activity change, negative = inhibition, most hits filed as inhibitors; 54,000 compounds, 0.22% hits; AID 1347055, 2019; note: potency is the fitted concentration of half-maximal effect; % is set by controls: 0 for no effect and ±100 for the full control effect; the screen sought activators but most active calls are inhibition curves; nearly all actives have a fitted effect of over 45% in size
Target sequence (P07954 whole entry, looked up): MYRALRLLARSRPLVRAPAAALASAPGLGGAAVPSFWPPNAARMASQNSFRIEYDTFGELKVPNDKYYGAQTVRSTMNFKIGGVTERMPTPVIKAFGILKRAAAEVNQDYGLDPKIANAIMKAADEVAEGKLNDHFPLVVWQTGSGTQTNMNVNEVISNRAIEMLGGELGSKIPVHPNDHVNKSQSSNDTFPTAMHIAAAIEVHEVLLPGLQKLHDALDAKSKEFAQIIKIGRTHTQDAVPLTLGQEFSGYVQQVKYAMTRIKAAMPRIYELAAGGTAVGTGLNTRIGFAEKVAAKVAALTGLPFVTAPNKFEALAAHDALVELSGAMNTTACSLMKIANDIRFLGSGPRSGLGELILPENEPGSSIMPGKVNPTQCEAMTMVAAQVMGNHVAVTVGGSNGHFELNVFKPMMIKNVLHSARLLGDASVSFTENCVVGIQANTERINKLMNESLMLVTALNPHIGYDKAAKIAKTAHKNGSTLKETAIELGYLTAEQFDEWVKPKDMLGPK
p53null 32C kill: p53 null cell cytotoxicity, permissive temperature. H1299-neo p53 null cells, ATP luminescence, 24 h, 32C. Potency, µM (top dose mostly 46.1 µM), without a hit: at the highest dose activity change, negative = cytotoxicity, most hits filed as cytotoxic. 55,000 compounds, 0.62% hits. AID 903;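 note: potency is the fitted concentration of half-maximal effect; 0% = DMSO only and -100% = full killing by 100 µM tamoxifen; nearly all actives have a fitted effect of over 55% in size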
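ATP-content luminescence in p53-null H1299-neo cells after 24 h compound exposure (up to 46 uM) at 32C permissive temperature; 0% and 100% killing set by DMSO and 100 uM tamoxifen; Hill-equation AC50.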
GALK inhibitor: GALK (human) enzyme inhibition. recombinant GALK, Kinase-Glo ATP luminescence, 1 h. 44,000 tested, under 10 active. P51570. Potency, µM (doses to about 57.5 µM), for the others: top-dose activity, negative = inhibition, actives largely listed as inhibitors;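 note: plate controls were full GALK reaction for no effect and reaction lacking GALK for full effect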
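Luminescent ATP-depletion readout (Kinase-Glo Plus, 10 min) after 1 h RT reaction of 5 nM GALK, 35 uM ATP, 100 uM galactose, pH 8.0 HEPES buffer. Decreased kinase activity scored as inhibition.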
TSG101-PTAP inh: inhibitors of HIV-1 PTAP binding to human TSG101, validation; Fluorescence polarization, FITC-PTAP peptide/Tsg101, 20 min; Potency, µM (highest dose often 115 µM), without a hit: at the top dose activity change, negative = inhibition, most hits filed as inhibitors; 44,000 tested, under 10 active; AID 1347069; note: potency is the fitted concentration of half-maximal effect; 0% is about no effect
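Fluorescence polarization: Tsg101 binding domain (10 uM final) in 10 mM HEPES pH 7.5, 0.15 M NaCl, 0.01% Tween 20, 3 mM EDTA, 0.1 mM TCEP; compounds pinned; FITC-PTAP peptide 50 nM final; 20 min, r.t.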
Active calls of the source: *; ? = inconclusive; . = no result given; [ ] = another dose, or the depositor's remark. Calls come from the whole dose curve; as a rule, active = well fitted curve in the direction sought with a large enough effect; inconclusive = small, poorly fitted or top-dose-only effect, or another doubt; inactive = no such curve, though single readings can be large; an effect the other way counts as inactive or inconclusive. An excerpt; rates above refer to the full screens.

SMILES | p53null 39C kill | NTMT1 inhibitor | B2AR arrestin ag | FH mod | p53null 32C kill | GALK inhibitor | TSG101-PTAP inh
CCCCN(C)CCNC(=O)C1CCCN(S(=O)(=O)c2cccc3nsnc23)C1 (stereo unspecified) | 20% | -3% | 1% | -3% | 3% | 0% | 1%
COc1ccc(OC)c(NC(=O)CCc2c(C)nc3c(-c4ccccc4)c(C)nn3c2C)c1 | 17% | -12% | 0% | ? | -7% | 8% | 0%
O=C(Cc1ccc(Cl)cc1)NCC(c1cccs1)S(=O)(=O)c1ccc(F)cc1 (stereo unspecified) | 18% | -2% | 0% | -16% | -1% | 2% | -6%
O=S(=O)(NCc1ccccc1Cl)c1ccc(N2CCCCS2(=O)=O)cc1 | -1% | -8% | 0% | -19% | -2% | -1% | -6%
CCOc1cccc(CC(=O)NCc2ccc3c(c2)CCN3C(C)=O)c1OCC | 5% | 2% | -2% | -24% | 4% | -2% | 3%
CCCSC1=NC2(CCN(C(=O)NC3CCCCC3)CC2)N=C1c1ccc(C)cc1 | 0% | -8% | 1% | 9% | 7% | -3% | 3%
COC(=O)c1c(NC(=O)c2nc(SC)ncc2Cl)sc2c1CCCC2 | 10% | 2% | 0% | 2% | 2% | 9% | -3%
CCCCSc1nnc2c(n1)OC(c1ccc(Br)s1)N(C(C)=O)c1ccccc1-2 (stereo unspecified) | 59%[activator] | -13% | 1% | ? | 30% | -15% | -1%
CCc1nc2ccc(C(=O)N3CCN(c4ccccc4F)CC3)cc2nc1CC | -2% | -16% | -3% | ? | 9% | 3% | 2%
CCOc1ccccc1C(=O)N1CCc2cc(OC)c(OC)cc2C1COc1ccc2c(C)cc(=O)oc2c1 (stereo unspecified) | 13% | 10% | -1% | -17% | 14% | -3% | -2%
O=C(NCCc1ccccc1)c1nc(-c2ccc(Cl)cc2)n2c1CCCCC2 | -14% | -3% | -1% | ? | 10% | 4% | -1%
CCCCOc1ccccc1C(=O)N(Cc1ccc(C)o1)C1CCS(=O)(=O)C1 (stereo unspecified) | 3% | -7% | -1% | -15% | -6% | 0% | -1%
CCN1C(=O)CC(C(=O)Nc2ccc(OC)cc2)SC1=Nc1ccc(C)c(C)c1 (stereo unspecified) | 10% | -11% | 1% | -3% | -11% | 0% | -2%
O=c1oc2c(CN3CCCC3)c(O)ccc2cc1-c1ccccc1 | -11% | 14% | 0% | -6% | -12% | 0% | -12%
COCc1cc(C)nc2sc3c(c12)NC(c1ccc(NC(C)=O)cc1)N(c1ccc(C)cc1)C3=O (stereo unspecified) | -28% | 1% | ? | -28% | 8% | -13% | 0%

No new results follow: entries from further up.
SMILES | p53null 39C kill | NTMT1 inhibitor | B2AR arrestin ag | FH mod | p53null 32C kill | GALK inhibitor | TSG101-PTAP inh
CCCCN(C)CCNC(=O)C1CCCN(S(=O)(=O)c2cccc3nsnc23)C1 (stereo unspecified) | 20% | -3% | 1% | -3% | 3% | 0% | 1%
COc1ccc(OC)c(NC(=O)CCc2c(C)nc3c(-c4ccccc4)c(C)nn3c2C)c1 | 17% | -12% | 0% | ? | -7% | 8% | 0%
O=C(Cc1ccc(Cl)cc1)NCC(c1cccs1)S(=O)(=O)c1ccc(F)cc1 (stereo unspecified) | 18% | -2% | 0% | -16% | -1% | 2% | -6%
O=S(=O)(NCc1ccccc1Cl)c1ccc(N2CCCCS2(=O)=O)cc1 | -1% | -8% | 0% | -19% | -2% | -1% | -6%

Next part.
SMILES | p53null 39C kill | NTMT1 inhibitor | B2AR arrestin ag | FH mod | p53null 32C kill | GALK inhibitor | TSG101-PTAP inh
COc1ccc(C)cc1NCc1nnc2n1CCCCC2 | -9% | -3% | 0% | -3% | -3% | 0% | -2%
COc1ccccc1NC(=O)CSc1oc(-c2ccco2)nc1S(=O)(=O)c1ccc(Br)cc1 | 12% | ? | 1% | -21% | 6% | 0% | 6%
COC(=O)c1c(C)sc(-c2c(-c3ccc4c(c3)OCCO4)[nH]c3c2c(=O)[nH]c(=O)n3C)c1O | 2% | 12% | ? | -20% | 19% | -1% | 5%
COCCCNC(=O)C1CCN(C(=O)c2cc3sccc3n2Cc2ccc(Cl)cc2)CC1 | -5% | 5% | 0% | 4% | 1% | -3% | -4%
Cc1c(Cl)cccc1-c1ccc(C(=O)Nc2ccc(F)cc2)o1 | ? | -10% | 0% | -20% | 25% | -4% | -1%
c1ccc(CSc2nnc(C3CCNCC3)o2)cc1 | -16% | -11% | -4% | 5% | -11% | -11% | -1%
COc1ccc(Cl)cc1NC(=O)NCc1noc2ccccc12 | ? | 12% | -1% | -9% | -2% | 0% | -12%
Cc1nc2sccn2c(=O)c1S(=O)(=O)Nc1ccc(N2CCN(C)CC2)cc1 | 8% | -7% | 0% | -5% | 2% | 3% | 2%
CCOC(=O)c1c(C)[nH]c(CCC(=O)NCCCN2CCN(c3cccc(Cl)c3)CC2)c1C | -17% | -21% | 0% | -9% | 5% | ? | -1%
COc1ccc(-c2noc(N(c3nc(-c4ccc(OC)c(OC)c4)no3)c3ccccc3OC)n2)cc1OC | 3% | 4% | -2% | -29% | -7% | -1% | -2%
CCC1CN(C(=O)N2CCC(C(=O)NCc3ccco3)CC2)c2cc(C)ccc2O1 (stereo unspecified) | -17% | -13% | -1% | -1% | 4% | -3% | -3%
Cc1ccccc1CN1C(=O)c2ccccc2Sc2ccc(C(=O)O)cc21 | 13% | 8% | 1% | -19% | 0% | 4% | -5%
COc1ccc(OC)c(NC(=O)Cn2c(=O)n(Cc3ccco3)c(=O)c3cc(OC)c(OC)cc32)c1 | -20% | -1% | -1% | -2% | 0% | -7% | 6%
CC(C)(C)OC(=O)N1CCC(c2c(C(=O)NCc3cccs3)cnn2-c2ccc(F)cc2F)CC1 | -9% | 1% | 0% | ? | 11% | 4% | -6%
N#Cc1ccccc1Cn1c(=O)n(-c2cccc(C(F)(F)F)c2)c(=O)c2sccc21 | -16% | 12% | -2% | -6% | -6% | 5% | -7%
Cc1cc(C(=O)N2CCN(c3cc(Cl)ccc3C)CC2)c2c(C)nn(-c3ccccc3)c2n1 | -3% | 7% | 1% | -15% | -5% | 0% | 1%
Cc1oc2ncnc(N3CCCCC3)c2c1C(=O)N1CCN(c2ccc(Cl)cc2)CC1 | 1% | -3% | 0% | -7% | -7% | 2% | -2%
O=C(C1CCN(c2ncnc3c2nc2n3CCCCC2)CC1)N1CCN(c2ccccc2)CC1 | -2% | ? | -1% | 3% | -9% | 0% | -3%
COc1cccc(OC)c1C(=O)Nc1nc2c(s1)CCc1ccccc1-2 | -6% | 0% | 0% | -2% | 0% | -16% | 0%
CCOc1ccc(CCNC(=O)c2cnc3sc(N4CCCCC4)nn3c2=O)cc1 | -19% | . | 1% | . | -5% | 1% | -3%
CCCCC(=O)Nc1cc(-c2nc3cccnc3s2)ccc1C | 20% | 0% | -1% | 4% | 25% | ? | -1%
CC(=O)N1CCCc2ccc(NS(=O)(=O)c3cccc(Cl)c3)cc21 | -1% | -4% | 1% | -10% | -7% | -3% | 0%
CCN(CC)c1ccc(NC(=O)CN2CCN(c3ccccc3F)CC2)cc1 | 6% | 14% | 0% | -14% | 2% | 0% | -2%
CSc1cccc(NC(=O)C2CCCN(C(=O)c3cnn(-c4ccc(F)cc4)c3-n3cccc3)C2)c1 (stereo unspecified) | 17% | ? | 1% | -25% | -2% | 3% | -1%
Cc1nnc(NC(=O)CSc2nccn2-c2ccc(Cl)cc2)s1 | 9% | -5% | 0% | 1% | ? | 2% | -1%
CCOc1ccc2nc(N3CCCC(C(=O)NCc4ccc(OC)cc4)C3)sc2c1 (stereo unspecified) | ? | -9% | 0% | 0% | ? | 7% | -1%
COc1cc(C2C(C(=O)OCC(C)C)=C(C)N=C3SCCC(=O)N32)ccc1OCc1ccccc1 (stereo unspecified) | 0% | 6% | 0% | ? | 4% | 1% | -2%
Cc1cccc(OCc2ccc(-c3nc(C#N)c(NCCN(C)C)o3)o2)c1 | -18% | 4% | -4% | 2% | 2% | 1% | -5%
COc1ccc(-c2cn3nc(N4CCCC(C(=O)Nc5cc(Cl)ccc5OC)C4)sc3n2)cc1 (stereo unspecified) | -13% | -3% | -1% | -6% | -7% | 6% | 0%
COc1ccccc1N1CCN(C(=O)COc2ccccc2C#N)CC1 | 5% | . | 0% | . | 5% | 0% | -1%
Cc1ccc(C)c(CN2C(=O)C3(c4ccccc42)N(c2ccc(Cl)cc2)C(=O)CS3(=O)=O)c1 (stereo unspecified) | -2% | 12% | 1% | -9% | 8% | 3% | -1%
CC(C)c1ccc(NC(=O)C2Cc3ccccc3N2C(=O)c2ccccc2)cc1 (stereo unspecified) | -7% | -11% | 0% | -20% | -4% | 4% | 0%
CCCCN(CC)CCCNC(=O)c1c(C)oc2ncnc(N3CCOCC3)c12 | -5% | 13% | -1% | 8% | 5% | 3% | -3%
CCOC(=O)c1noc2ncn(CC(=O)Nc3ccc(OC)c(Cl)c3)c(=O)c12 | -6% | -14% | 0% | -5% | -3% | 3% | -1%
CCN1CCSc2ccc(C(=O)NC(C)c3ccccc3)cc21 (stereo unspecified) | 5% | 13% | -2% | -29% | 4% | 4% | 3%
CCOc1ccccc1CNCCCSc1nnnn1C | 11% | -22% | -2% | 9% | 0% | 1% | -3%
Cc1nc2sccn2c(=O)c1S(=O)(=O)Nc1ccc(N2CCN(C(=O)C(C)C)CC2)cc1 | 3% | -1% | 1% | 0% | -11% | 1% | -2%
O=C(CC(c1cccs1)N1Cc2ccccc2C1=O)Nc1cccc(F)c1 (stereo unspecified) | 1% | 5% | 0% | 3% | -8% | 0% | 5%
Cc1ccc(CNC(=O)c2cc(-c3ccc(C)cc3)nc3n[nH]c(-c4ccc(F)cc4)c23)cc1 | 3% | -10% | -2% | 12% | -8% | 2% | 6%
O=S(=O)(Nc1cccc(-c2ccc(N3CCCCCC3)nn2)c1)c1ccccc1 | ? | . | 2% | . | -20% | 1% | 1%
COC(=O)c1ccc(NC(=O)CC2C(=O)N(c3ccc(Cl)cc3)C(=O)N2Cc2ccco2)cc1 (stereo unspecified) | -15% | . | -1% | . | -13% | 0% | -7%
Cc1ccc(OC(=O)c2cc(-c3ccccc3)nc3ccc(C)cc23)cc1 | 14% | 11% | -2% | -5% | -4% | 0% | 3%
Cc1cc(-c2ccc(C)c(S(=O)(=O)NCc3cccc(Br)c3)c2)on1 | 10% | 8% | 0% | -31% | 16% | -2% | 0%
COc1ccc(CNC(=O)CCCn2nc(C)c3sc4ccccc4c3c2=O)cc1OC | -11% | -4% | -4% | -8% | -19% | -1% | 1%
Cc1cccc(N(CC(=O)NCCSCc2ccccc2)S(=O)(=O)c2ccccc2)c1C | 12% | 10% | -1% | -21% | 14% | 1% | -4%
